Lipid droplet: modulators of hepatic lipid droplet formation; inhibition, % at 6.5 µM; 240,000 compounds, 0.4% hits; AML12 mouse hepatocytes, oleate lipid droplets, BODIPY imaging;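 active = lipid droplet intensity inhibited by at least 50%, with more than 500 cells counted; inconclusive = wells with under 300 cells, treated as cytotoxic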
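Assay system: AML12 mouse liver cells | Compound: 6.5 µM single-point dosing | Schedule: Overnight exposure | Technique: Fluorescence imaging, 20x objective, two fields per well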
WT yeast gro inh: growth inhibition of WT yeast, mitochondrial fusion screen; mitochondrial fusion phenotypic screen, WT strain; inhibition, % at 10 µM; 190,000 compounds, 2.1% hits; in the data active = inhibition above about 58%; tested in S. cerevisiae
P. falciparum M1AAP: malaria alanyl aminopeptidase activity blockers – biochemical, fluorogenic H-Leu-NHMec substrate, 1536-well (AID 1445); recombinant M1AAP, H-Leu-NHMec fluorogenic kinetic assay; higher % means a stronger effect; one-dose inhibition, % at 30 µM; IC50 in µM for titrated hits; 220,000 compounds, 0.42% hits;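 active = primary inhibition above the hit cutoff, then over 50% inhibition at one or more dose response concentrations, cut at about 23% in these data, passing the limit was not always enough; inconclusive = conflicting primary data, or primary hits not chosen for dose response; inactive = low primary inhibition, or under 50% at every dose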;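 also: plate controls were DMSO full reaction for no effect and no enzyme background for full effect; strong numbers were not always called active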
K1F lysis inhibition: protection from phage-mediated lysis, alamar blue read-out – E. coli UTI89, K1F phage, bacterial capsule biogenesis inhibitors (AID 488966). E. coli UTI89 K1F phage lysis, alamar blue, 2 h; higher % means a stronger effect. one-dose inhibition, % at 100 µM; IC50 in µM for titrated hits. 340,000 compounds, 0.02% hits;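 active = phage lysis inhibition, versus mean bacterial control, above a set limit; inconclusive = no clear call, values can overlap the other calls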;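 also: capsule biogenesis inhibitors block K1F phage lysis so surviving cells raise fluorescence; higher fluorescence means more inhibition of phage lysis; actives were called in the ten point dose series up to 300 µM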
TNAP activation fold: stimulation of alkaline phosphatase TNAP activity – biochemical, luminescent, no phosphate acceptor, uHTS, primary screen (AID 1001) | 200,000 compounds, 0.03% hits | activation fold at 20 µM; hits with a dose series show EC50 in µM | purified TNAP, luminescent activation assay, no phosphate acceptor; higher activation fold means a stronger effect; in the data active = activation fold from about 3, or a potency from the dose series; inactive = the rest, 99 in 100 with activation fold below about 1.6; also: many of its hits are not listed in these tables
human PMI inhibitors: human PMI inhibitors, high substrate, primary screen, biochemical, fluorescence intensity, high mannose 6-phosphate (AID 1220); recombinant PMI enzyme, coupled fluorescence intensity; higher % means a stronger effect; one-dose inhibition, % at 20 µM; IC50 in µM for titrated hits; 190,000 compounds, 0.66% hits
PMI inhibitors: MPI enzyme activity inhibition – biochemical, fluorescence intensity, coupled assay, primary screen (AID 1209). 190,000 compounds, 0.42% hits. one-dose inhibition, % at 20 µM; IC50 in µM for titrated hits. purified PMI enzyme, coupled fluorescence intensity; higher % means a stronger effect;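 also: plate controls were DMSO vehicle for no effect and wells lacking substrate for full effect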
CSM14.1 death rescue: protection against thapsigargin-triggered cell killing – 384-well, CSM14.1, ATP luminescence, primary screen (AID 1222); CSM14.1 thapsigargin-induced death rescue, ATP luminescence; higher % means a stronger effect; 190,000 tested, under 10 active; one-dose cellular ATP content (survival), % at 20 µM; EC50 in µM for titrated hits;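 active = EC50 below 50 µM in the dose-response confirmation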;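 also: death triggered by thapsigargin at about 15 µM added after 2 h compound pretreatment; cell ATP read after overnight thapsigargin exposure of roughly 18 to 22 hours; normalized against plate controls of thapsigargin alone and 5% DMSO vehicle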
Myeloid diff 2: compounds promoting myeloid differentiation | ER-HoxA9 myeloid progenitors, lysozyme-GFP differentiation, flow cytometry | calls only at 10 µM | 360,000 compounds, 1% hits | AID 624256;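 active = normalized GFP-positive differentiation at or above the plate's own cutoff, the solvent-only control mean plus 3 SD; inconclusive = no clear call, values can overlap the other calls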;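 also: cells exposed to compound for four days before flow analysis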
WT yeast gro inh mutant strain: recorded beside WT yeast gro inh, whose call it bears; inhibition, %; mitochondrial fusion phenotypic screen, mutant strain inhibition
Lipid droplet cells 6.5 µM: further read-out of Lipid droplet, marked with its call; cell count; measured here: cell count, cytotoxicity flag;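 cells counted across two imaged fields per well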
Myeloid diff 2 GFP+ MAC1+ %: second read-out of Myeloid diff 2, no call of its own (marks repeat the call); GFP+ MAC1+ double positive, %; measured here: differentiation confirmed by MAC1 staining
Active calls of the source: *; i = inactive; ? = inconclusive; . = no result given; [ ] = another dose, or the depositor's remark. Rule as the data show it, unless noted: active = inhibition above about 50%; inactive = the rest. Outcome played no part in choosing rows. Share with any hit: about 4.6%.

SMILES	Lipid droplet	Lipid droplet cells 6.5 µM	WT yeast gro inh	WT yeast gro inh mutant strain	P. falciparum M1AAP	K1F lysis inhibition	TNAP activation fold	human PMI inhibitors	PMI inhibitors	CSM14.1 death rescue	Myeloid diff 2	Myeloid diff 2 GFP+ MAC1+ %
CCCCC(=O)C1=C(N2CCCC2)CC(C)(C)CC1=O	.	.	-11	4	2%	1.8%	.	.	.	.	i	0.3
Clc1ccc2nc(CSc3nncn3-c3ccccc3)cn2c1	.	.	-14	4	-5%	0.1%	1.1	10%	-3%	-0.8%	i	7.6
COc1ccccc1Cn1c(CCCO)nc2ccccc21	-7	693	-15	-2	5%	-0.1%	1	-2%	4%	-2.9%	i	1.1
O=C(Nc1cc([N+](=O)[O-])ccc1N1CCCC1)c1ccccc1	.	.	17	13	23%	-0.2%	0.9	-12%	-25%	-0.1%	i	0.9
CCOC(=O)CSc1nnc([C@H](C)NC(=O)OC(C)(C)C)o1	-3	545	7	8	3%	1.5%[50 µM]	1.1	2%	-1%	.	i	0.7
COc1ccc(C(=O)C2CCCN(Cc3c[nH]c4ccccc34)C2)c(OC)c1 (stereo unspecified)	-22	697	5	2	1%	0.2%	1	16%	18%	-5.5%	i	0.2
O=C(Cc1ccccc1)N1CCCC1c1ccccc1 (stereo unspecified)	.	.	-2	16	1%	0.7%	1.2	-5%	-2%	-0.5%	i	0.9
COc1ccc(C(C)(C)C)cc1S(=O)(=O)n1ccnc1C	-7	707	1	0	3%	-1.2%	1.1	-2%	-3%	-0.4%	i	0.2
COc1ccc(-c2[nH]c(-c3ccccc3)nc2SCC(=O)Nc2nccs2)cc1	-100	759	0	-26	6%	-0.6%	1.1	7%	9%	-3.4%	i	2.7
CC(C)c1ccc(NS(=O)(=O)c2ccc(Cl)nc2)cc1	-15	657	25	10	-2%	-1.5%[50 µM]	1.2	11%	16%	-2.0%	i	0.4
Clc1ccc(-n2nnnc2SCc2c(-c3ccccc3)nc3sccn23)cc1	.	.	28	31	5%	0.5%	1.1	-5%	-7%	0.8%	i	1.1
CCOC(=O)CSc1nc(C)cc(C)n1	14	791	5	14	-3%	0.6%	1.1	-2%	3%	-2.1%	i	0.3
Cn1c(CC2C(=O)Nc3ccc(Br)cc32)nc2ccccc2c1=O (stereo unspecified)	-4	692	1	-7	6%	1.8%	1.1	0%	12%	0.9%	i	7.3
CC(C)NC(=O)CC(=O)N/N=C/c1ccc(F)cc1	.	.	6	9	0%	5.2%	0.9	-6%	-13%	2.6%	i	8.7
CCOc1ccc(CCNC(=O)c2ccc(CNS(=O)(=O)c3ccccc3)cc2)cc1OCC	30	520	4	2	1%	4.7%	0.9	-1%	-8%	-6.7%	i	0.1
O=C1CSC(c2ccc(Cl)cc2)N1Nc1nc(N2CCOCC2)nc(N2CCOCC2)n1 (stereo unspecified)	-16	705	-3	12	1%	0.1%	1	-8%	-1%	3.9%	i	0.3
C[C@@]12CCC=C[C@H]1[C@H](c1ccc(/C=C/c3ccccc3)cc1F)N(Cc1ccccc1)C2=O	17	740	.	.	-3%	1.5%	.	.	.	.	i	2.5
CC(SCc1ccccc1)C(=O)N/N=C/c1ccc2c(c1)OCO2 (stereo unspecified)	0	619	26	58	-1%	-1.7%	1	2%	5%	-2.4%	i	3.4
CCOC(=O)Nc1sc(=S)n(C)c1C	?	.	-9	-3	1%	2.1%	1.1	8%	12%	-4.6%	i	2.8
CC/C(O)=C1\C(=O)CC(C)(C)CC1=NCCc1nc2ccccc2[nH]1	0	664	2	8	2%	1.1%	1.1	-7%	-6%	-0.8%	i	0.0
O=C1OCCC1Sc1nc2ccccc2c(=O)n1Cc1ccccc1 (stereo unspecified)	2	700	-21	4	0%	-0.3%	1.1	-2%	4%	-1.3%	i	0.3
CC1(C)SC(=Nc2ccccc2)N(S(=O)(=O)c2ccccc2)C1=O	26	643	0	-19	4%	0.5%	1.1	-8%	-6%	-0.3%	i	1.0
CC(NC(=O)c1cncc(Br)c1)c1ccc(S(N)(=O)=O)cc1 (stereo unspecified)	4	798	2	-8	4%	-0.5%	1.1	-2%	6%	0.8%	i	0.2
CCOC(=O)c1ccc(NC(=O)c2nc[nH]c2C(=O)N[C@@H](C)C(=O)OC(C)(C)C)cc1	-3	659	.	.	-6%	-0.1%	.	.	.	.	i	0.6
CCC1CCCCN1C(=O)CSc1nnc(CNC(=O)c2cc(OC)c(OC)c(OC)c2)o1 (stereo unspecified)	-9	799	19	-14	1%	?	1.1	-12%	-13%	-0.9%	i	0.6
O=C(CO/N=C/c1ccc(OC(F)F)cc1)NCc1cccs1	-33	575	-1	4	-2%	2.6%	1.3	-6%	0%	-3.1%	i	0.4
COc1ccc(CCNC(=O)COc2ccc(C)nc2[N+](=O)[O-])cc1	18	655	3	14	-1%	0.0%	1	-14%	-11%	-1.0%	i	0.5
CCn1c(Cc2c(C)[nH]c3ccccc23)nnc1SCC(=O)NCc1ccco1	2	784	-24	-9	0%	-0.3%	1.1	-2%	0%	-3.5%	i	1.3
CCC(=O)N(Cc1ccco1)c1nc(-c2ccc(OC)cc2)cs1	11	720	-14	15	1%	1.8%	1	-14%	-15%	-1.4%	i	0.5
COc1cc(O)c2c(=O)cc(-c3ccccc3)oc2c1	-1	695	-1	-5	-1%	2.7%	1.1	-14%	-7%	0.7%	i	3.0

11 of these compounds, set out differently:
Compound,Lipid droplet,Lipid droplet cells 6.5 µM,WT yeast gro inh,WT yeast gro inh mutant strain,P. falciparum M1AAP,K1F lysis inhibition,TNAP activation fold,human PMI inhibitors,PMI inhibitors,CSM14.1 death rescue,Myeloid diff 2,Myeloid diff 2 GFP+ MAC1+ %
O=C1CSC(c2ccc(Cl)cc2)N1Nc1nc(N2CCOCC2)nc(N2CCOCC2)n1 (stereo unspecified),-16,705,-3,12,1%,0.1%,1,-8%,-1%,3.9%,i,0.3
C[C@@]12CCC=C[C@H]1[C@H](c1ccc(/C=C/c3ccccc3)cc1F)N(Cc1ccccc1)C2=O,17,740,.,.,-3%,1.5%,.,.,.,.,i,2.5
CC(SCc1ccccc1)C(=O)N/N=C/c1ccc2c(c1)OCO2 (stereo unspecified),0,619,26,58,-1%,-1.7%,1,2%,5%,-2.4%,i,3.4
CCOC(=O)Nc1sc(=S)n(C)c1C,?,.,-9,-3,1%,2.1%,1.1,8%,12%,-4.6%,i,2.8
CC/C(O)=C1\C(=O)CC(C)(C)CC1=NCCc1nc2ccccc2[nH]1,0,664,2,8,2%,1.1%,1.1,-7%,-6%,-0.8%,i,0.0
O=C1OCCC1Sc1nc2ccccc2c(=O)n1Cc1ccccc1 (stereo unspecified),2,700,-21,4,0%,-0.3%,1.1,-2%,4%,-1.3%,i,0.3
CC1(C)SC(=Nc2ccccc2)N(S(=O)(=O)c2ccccc2)C1=O,26,643,0,-19,4%,0.5%,1.1,-8%,-6%,-0.3%,i,1.0
CC(NC(=O)c1cncc(Br)c1)c1ccc(S(N)(=O)=O)cc1 (stereo unspecified),4,798,2,-8,4%,-0.5%,1.1,-2%,6%,0.8%,i,0.2
CCOC(=O)c1ccc(NC(=O)c2nc[nH]c2C(=O)N[C@@H](C)C(=O)OC(C)(C)C)cc1,-3,659,.,.,-6%,-0.1%,.,.,.,.,i,0.6
CCC1CCCCN1C(=O)CSc1nnc(CNC(=O)c2cc(OC)c(OC)c(OC)c2)o1 (stereo unspecified),-9,799,19,-14,1%,?,1.1,-12%,-13%,-0.9%,i,0.6
O=C(CO/N=C/c1ccc(OC(F)F)cc1)NCc1cccs1,-33,575,-1,4,-2%,2.6%,1.3,-6%,0%,-3.1%,i,0.4

Next structures
SMILES	Lipid droplet	Lipid droplet cells 6.5 µM	WT yeast gro inh	WT yeast gro inh mutant strain	P. falciparum M1AAP	K1F lysis inhibition	TNAP activation fold	human PMI inhibitors	PMI inhibitors	CSM14.1 death rescue	Myeloid diff 2	Myeloid diff 2 GFP+ MAC1+ %
COc1ccc(-c2cc(C(F)(F)F)n3nc(C(=O)O)cc3n2)cc1OC	.	.	-5	7	9%	14%	1.1	9%	4%	-1.5%	i	0.9
C/C(=C\c1ccc(C)o1)C(=O)c1c(C)cc(C)[nH]c1=O	13	686	-1	4	18%	0.1%	1.1	11%	-8%	-0.9%	i	0.0
O=C(CSCc1ccccc1Br)N/N=C/c1ccc2c(c1)OCO2	-52	516	52	46	10%	0.0%	1.1	-3%	12%	-0.7%	i	0.4
CN(CCc1nc2ccc(Cl)cc2[nH]1)Cc1nc(CC2CC2)no1	-7	725	1	1	0%	-0.1%	1.1	18%	21%	-1.0%	i	0.3
Cc1nnc(NC(=O)Nc2ccc(Cl)c(Cl)c2)s1	-2	753	9	5	3%	-0.7%	1	-21%	-16%	-2.5%	i	2.4
COc1cc(CCN2C(=O)N[C@@H](CCc3ccccc3)C(C(C)=O)=C2C)cc(OC)c1OC	-39	765	12	-12	-11%	.	1.1	5%	0%	-4.0%	.	.
COc1cc(OC)c(S(=O)(=O)N2CCCCC2)cc1S(=O)(=O)N1CCCCC1	7	714	-6	-2	-4%	0.2%	1	9%	10%	-2.0%	i	0.8
CSc1cccc(NC(=O)NCc2cccc(CNC(=O)Nc3cccc(SC)c3)c2)c1	21	691	.	.	-3%	0.7%	.	.	.	.	i	0.3
Cc1cccc(C)c1NC(=S)N(Cc1cccs1)C1CCCC1	26	747	9	15	3%	0.2%	1	15%	7%	-1.7%	i	0.3
COc1ccc(NC(=O)N2c3ccccc3CC2C)cc1OC (stereo unspecified)	21	760	95*	-3.0*	3%	-0.7%	1.2	2%	4%	-2.3%	i	0.6
O=C(OCc1cnc(Cl)s1)c1ccc(Cl)cc1	.	.	-11	-10	-10%	0.1%	1.1	-1%	1%	-1.5%	i	0.7
Cc1ccc(S(=O)(=O)N2CCN(CC(=O)N/N=C\c3ccncc3)CC2)cc1	3	744	.	.	2%	0.8%[50 µM]	.	.	.	.	i	0.1
CN1C(=O)C(C(=O)NC(C)(C)C)C2c3ccccc3OC13CCCCC23 (stereo unspecified)	.	.	-10	8	24%*	0.1%	1.1	0%	1%	-0.7%	i	1.0
CCOC(=O)C1CCN(C(=O)c2ccccc2Oc2ccccc2)CC1	-16	801	-7	4	11%	1.4%	1.1	3%	8%	-4.0%	i	2.5
CCOc1ccccc1NC(=O)C1C2CCC3C(CCC21)C3(Cl)Cl (stereo unspecified)	-1	676	42	40	2%	0.3%	1.2	-1%	0%	-1.3%	i	0.5

Assay outcomes: PubChem, several laboratories
